Screens from PubChem BioAssay.
U2OS ROS induce – inducers of reactive oxygen species in cancer cells | AID 624156 | ROS induction (% of piperlongumine), % at 10 µM | actives 2% (n = 46,000) | U2OS ROS induction, H2DCF-DA fluorescence; in the data active means ROS induction above about 79%, passing the limit was not always enough; inconclusive means no clear call, values can overlap the other calls;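 further: 0% = DMSO vehicle median and 100% = reference compound median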
* = called active by the depositor; u = inconclusive.

SMILES	U2OS ROS induce
C[C@H](CO)N1C[C@H](C)[C@@H](CN(C)S(=O)(=O)c2ccccc2)Oc2ccc(NC(=O)Nc3ccccc3)cc2C1=O	-5.0
Cc1sc2c(c1C)c(=O)nc1scc(CC(=O)NCCO)n12	-5.1
C[C@@H]1CN([C@H](C)CO)C(=O)Cc2cc(NC(=O)C3CCCCC3)ccc2O[C@@H]1CN(C)Cc1ccc(Cl)c(Cl)c1	25.6
Cc1noc(C)c1S(=O)(=O)N(C)C[C@H]1Oc2ccc(NC(=O)Nc3ccccc3)cc2CC(=O)N([C@H](C)CO)C[C@H]1C	u
C[C@@H]1CN([C@@H](C)CO)C(=O)c2cccc(NS(=O)(=O)c3ccc(Cl)cc3)c2O[C@@H]1CN(C)C(=O)Nc1ccc(F)cc1	10.9
O=C1O[C@@H](c2ccccc2)[C@@H](c2ccccc2)N2[C@@H](c3ccc(O)cc3)[C@]3(C(=O)Nc4ccc(C#CCCO)cc43)[C@@H](C(=O)NC[C@H](O)c3ccccc3)[C@H]12	-13.1
CNC[C@@H]1Oc2c(NC(=O)c3cc(C)nn3C)cccc2C(=O)N([C@H](C)CO)C[C@@H]1C	-8.0
C[C@@H]1CN([C@H](C)CO)C(=O)c2cc(NS(=O)(=O)c3cccs3)ccc2O[C@H]1CN(C)C(=O)Nc1ccc(F)cc1	8.1
COc1ccc(NC(=O)N(C)C[C@@H]2Oc3ccc(NC(=O)CCCN(C)C)cc3C(=O)N([C@@H](C)CO)C[C@@H]2C)cc1	-8.9
COC(=O)CCCCCCC(=O)N/N=C/c1cccnc1Cl	7.2
CC(C)(C)OC(=O)NC/C=N/NC(=O)CCCCCCC(=O)O	-8.4
C[C@@H]1CN([C@@H](C)CO)C(=O)c2cc(NC(=O)Nc3ccc(F)cc3)ccc2O[C@H]1CN(C)CC1CCCCC1	1.6
C[C@H]1CN([C@@H](C)CO)C(=O)Cc2cc(NS(C)(=O)=O)ccc2O[C@@H]1CN(C)S(=O)(=O)c1ccc(Cl)cc1	7.4
COc1ccccc1NC(=O)Cn1cnc2sc(-c3ccccc3)cc2c1=O	1.7
C[C@H](CO)N1C[C@H](C)[C@H](CN(C)Cc2ccc(C(F)(F)F)cc2)Oc2c(NC(=O)NC3CCCCC3)cccc2C1=O	-8.4
CC(=O)N1Cc2ccccc2C[C@]2(N=C(c3ccc(OCCCO)cc3)O[C@@H]2c2ccccc2)C1=O	33.8
C[C@H](CO)N1C[C@H](C)[C@H](CN(C)C(=O)Nc2ccc(F)cc2)Oc2c(cccc2N(C)C)C1=O	-4.3
C[C@@H]1CN([C@@H](C)CO)C(=O)CCCn2cc(nn2)CO[C@@H]1CN(C)C(=O)Nc1cccc(F)c1	24.1
C[C@@H]1CCCCO[C@H](CN(C)S(=O)(=O)c2ccccc2)[C@@H](C)CN([C@H](C)CO)C(=O)c2cc(NC(=O)Nc3ccc4c(c3)OCO4)ccc2O1	27.4
O=c1c2ccccc2nc(-c2ccc(Cl)cc2Cl)n1CCCOc1ccccc1[N+](=O)[O-]	36.7
Cc1noc(C)c1NC(=O)Nc1ccc2c(c1)C(=O)N([C@@H](C)CO)C[C@H](C)[C@@H](CN(C)Cc1ccncc1)O2	2.9
C[C@@H]1CCCCO[C@@H](CN(C)C(=O)CCCN(C)C)[C@@H](C)CN([C@H](C)CO)C(=O)c2cc(NC(=O)Nc3cccc4ccccc34)ccc2O1	19.1
O=C(NCc1ccco1)c1cnn2c(C(F)F)cc(-c3ccccc3)nc12	192.9*
CC(=O)OCC(=O)[C@@]1(O)[C@H](C)CC2C3CCC4=CC(=O)C=C[C@]4(C)[C@@]3(F)[C@@H](O)C[C@@]21C (some centres not stated)	-12.8
CC(C)NC(=O)Nc1ccc2c(c1)C(=O)N([C@@H](C)CO)C[C@@H](C)[C@@H](CN(C)C(=O)Nc1ccc(F)cc1)O2	1.8
The list goes on.
SMILES	U2OS ROS induce
C[C@H]1CN([C@@H](C)CO)C(=O)c2cc(NC(=O)Nc3ccc(C(F)(F)F)cc3)ccc2O[C@H]1CN(C)C	-6.7
N#C/C(=C\c1ccc(Cl)c(Cl)c1)c1ccc(NC(N)=O)cc1	7.2
C[C@H]1CN([C@@H](C)CO)C(=O)c2cccc(NC(=O)c3nc4ccccc4s3)c2O[C@H]1CN(C)S(=O)(=O)c1cccs1	-9.2
C[C@H]1CN([C@@H](C)CO)C(=O)Cc2cc(NC(=O)CCC(F)(F)F)ccc2O[C@H]1CN(C)C(=O)Nc1ccccc1	-8.0
C[C@H]1CN([C@@H](C)CO)C(=O)Cc2cc(NC(=O)c3ccncc3)ccc2O[C@@H]1CN(C)S(=O)(=O)c1ccc(F)cc1	-7.6
C[C@H]1CN([C@@H](C)CO)C(=O)c2cccc(NC(=O)C3CCOCC3)c2O[C@H]1CN(C)Cc1ccc(C(F)(F)F)cc1	-2.9
COc1ccc(NC(=O)N(C)C[C@@H]2Oc3ccc(NC(=O)Nc4c(C)noc4C)cc3C(=O)N([C@H](C)CO)C[C@H]2C)cc1	3.5
CCN(CC)C(=O)CSc1nc(N)c(C#N)c(CC(C)C)c1C#N	14.2
COc1ccc(NC(=O)Nc2ccc3c(c2)C(=O)N([C@H](C)CO)C[C@H](C)[C@H](CN(C)Cc2ccc(C(F)(F)F)cc2)OCCCC[C@@H](C)O3)cc1	15.6
Cc1noc(C)c1S(=O)(=O)Nc1ccc2c(c1)C(=O)N([C@H](C)CO)C[C@H](C)[C@@H](CN(C)C(=O)Nc1cccc3ccccc13)O2	0.0
COc1ccc(S(=O)(=O)Nc2ccc3c(c2)CC(=O)N([C@H](C)CO)C[C@@H](C)[C@H](CN(C)Cc2ccc(C(=O)O)cc2)O3)cc1	-4.6
CC(=O)Nc1ccc(NC(=O)CC2Sc3ccc(C(F)(F)F)cc3NC2=O)cc1 (configuration not stated)	-12.5
C[C@@H]1CN([C@@H](C)CO)C(=O)c2cccc(NS(=O)(=O)c3cn(C)cn3)c2O[C@@H]1CN(C)Cc1ccc(C(=O)O)cc1	-12.6
O=C(COc1ccc(I)cc1)Nc1cccnc1	2.8
C[C@H](CO)N1C[C@H](C)[C@H](CN(C)C)Oc2ccc(NC(=O)CCC(F)(F)F)cc2CC1=O	2.3
C[C@@H]1CN([C@@H](C)CO)C(=O)Cc2cc(NS(=O)(=O)c3cccs3)ccc2O[C@@H]1CN(C)C(=O)Nc1ccccc1	-3.3
Cc1ccc(Nc2nc(N)nc(CSc3nccn3C)n2)cc1	13.1
O=C(C1CC(=O)N(c2ccccc2)C1)N(Cc1ccccc1)Cc1ccccc1 (configuration not stated)	16.1
C[C@@H]1CN([C@H](C)CO)C(=O)CCCn2nncc2CO[C@H]1CN(C)C(=O)Nc1ccccc1	6.5
C[C@H]1CN([C@@H](C)CO)C(=O)Cc2cc(NC(=O)Cc3ccccc3)ccc2O[C@H]1CN(C)CC1CC1	-10.5
Cc1cc(C)c(NC(=O)CSc2nc(O)cc(=O)[nH]2)c(C)c1	-8.3
CCn1c(SCC(=O)Nc2ccc(Cl)cc2Cl)nnc1-c1cccc(C)c1	4.2
Cc1cc(C)nc(SCc2csc(N)n2)n1	-13.8
Cc1ccc(N2C(=O)/C(=C/C=C/c3ccccc3)SC2=S)cc1	3.2
CCC(=O)Nc1cccc(-c2nc3ccccc3o2)c1	7.9

Copied from the list.
U2OS ROS induce with C[C@H]1CN([C@@H](C)CO)C(=O)Cc2cc(NS(C)(=O)=O)ccc2O[C@@H]1CN(C)S(=O)(=O)c1ccc(Cl)cc1 → 7.4
U2OS ROS induce with O=C(COc1ccc(I)cc1)Nc1cccnc1 → 2.8

Next part
SMILES	U2OS ROS induce
O=C(NCCCn1ccnc1)C1CC(c2ccccc2Cl)=NO1 (configuration not stated)	-7.6
CNC[C@H]1Oc2c(NC(=O)Nc3ccc(OC)cc3)cccc2C(=O)N([C@@H](C)CO)C[C@H]1C	-17.9
CCOC(=O)N1N=C(C)CC1(O)c1cccnc1 (configuration not stated)	1.7
COc1ccc(S(=O)(=O)N(C)C[C@@H]2Oc3ccc(NC(=O)Nc4c(C)noc4C)cc3C(=O)N([C@H](C)CO)C[C@H]2C)cc1	4.8
C[C@H]1CN([C@@H](C)CO)C(=O)c2cccc(NC(=O)C3CCOCC3)c2O[C@H]1CN(C)Cc1ccc(C(=O)Nc2ccccc2N)cc1	-8.0
C[C@H]1CN([C@@H](C)CO)C(=O)Cc2cc(NC(=O)NC3CCCCC3)ccc2O[C@@H]1CN(C)Cc1ccc(C(=O)O)cc1	9.7
O=C(Nc1ccc(I)cc1C(=O)NCc1ccco1)c1cccnc1	16.6
O=C(O)CCSc1nnc(-c2cccnc2)n1-c1ccccc1	-4.5
Cc1ccc(-n2c(SCC(=O)Nc3sc4c(c3C#N)CCCC4)nnc2-c2ccccc2)cc1	13.4
C[C@H]1CN([C@@H](C)CO)C(=O)c2cc(NS(=O)(=O)c3ccccc3)ccc2O[C@H]1CN(C)C(=O)Nc1cccc2ccccc12	4.5
C[C@H]1CN([C@@H](C)CO)C(=O)Cc2cc(NC(=O)CCCCCC(=O)Nc3ccccc3N)ccc2O[C@@H]1CN(C)Cc1ccc(-c2ccccc2)cc1	28.1
C[C@H](CO)N1C[C@H](C)[C@H](CN(C)Cc2ccc(C(F)(F)F)cc2)Oc2ccc(NC(=O)CCCN(C)C)cc2C1=O	22.2
COc1cc(C)c(Cl)c(C)c1S(=O)(=O)NCc1cccnc1	-1.7
CC(=O)c1ccc(NC(=O)CSc2nc(N)cc(=O)[nH]2)cc1	1.8
Cc1cc(C)cc(COc2ccc3c(C)c(CCC(=O)O)c(=O)oc3c2C)c1	6.7
COC(Cn1c(SCc2ccc(Cl)cc2)nnc1-c1ccccc1)OC	3.5
CNC[C@@H]1Oc2ccc(NC(=O)Cc3cn(C)c4ccccc34)cc2C(=O)N([C@@H](C)CO)C[C@H]1C	-0.9
Nc1cc(=O)nc(SCC(=O)N2c3ccccc3Sc3ccccc32)n1-c1ccccc1	1.7
CC(C)Cc1ccc(C(C)C(=O)Nc2ccc(Cl)cc2)cc1 (configuration not stated)	21.5
Cc1cccc(S(=O)(=O)N(C)C[C@H]2OCc3cn(nn3)CCCC(=O)N([C@@H](C)CO)C[C@H]2C)c1	1.9
Cc1csc(NC(=O)c2sc3nc4c(c(C(F)(F)F)c3c2N)CCC4)n1	3.2
O=C(CCCN1CCNCC1)c1ccc(F)cc1	2.6
O=C(C1CCCCC1)N1CC(=O)N2CCc3ccccc3C2C1 (configuration not stated)	-0.8
O=C(CNC(=O)C1CCCCC1)Nc1nc(CC23CC4CC(CC(C4)C2)C3)cs1	4.3
CC(C)NC(=O)Nc1ccc2c(c1)CC(=O)N([C@@H](C)CO)C[C@H](C)[C@H](CN(C)C(=O)Nc1cccc3ccccc13)O2	6.4

Given as a markdown table: part of the list above
| Structure | U2OS ROS induce |
| --- | --- |
| C[C@H](CO)N1C[C@H](C)[C@H](CN(C)Cc2ccc(C(F)(F)F)cc2)Oc2ccc(NC(=O)CCCN(C)C)cc2C1=O | 22.2 |
| COc1cc(C)c(Cl)c(C)c1S(=O)(=O)NCc1cccnc1 | -1.7 |

More results
SMILES	U2OS ROS induce
O=C(Nc1ccc2c(c1)C(=O)OC2)c1cc2ccccc2s1	-5.5
C/C=C(/C)C(=O)O[C@H]1CC(C)(C)C[C@H]2C3=CCC4[C@@]5(C)CC[C@H](O[C@@H]6O[C@H](C(=O)O)[C@@H](O[C@@H]7O[C@H](CO)[C@H](O)[C@H](O)[C@H]7O[C@@H]7O[C@H](CO)[C@@H](O)[C@H](O)[C@H]7O)[C@H](O)[C@H]6O[C@@H]6O[C@@H](C)[C@H](O)[C@@H](O)[C@H]6O)C(C)(C)C5CC[C@@]4(C)[C@]3(C)C[C@@H](O)[C@@]12CO (some centres not stated)	-42.8
C[C@@H]1CN([C@@H](C)CO)C(=O)Cc2cc(NC(=O)CCC(F)(F)F)ccc2O[C@@H]1CN(C)S(C)(=O)=O	18.9
CCOc1ccc(NC(=O)CSc2nnc(N)s2)cc1	-22.1
CC(C)c1ccc2oc(-c3ccc(NC(=O)COc4ccc([N+](=O)[O-])cc4)cc3)nc2c1	8.2
O=C1C(=O)N(CCCn2ccnc2)C(c2cccc(Br)c2)C1C(=O)c1ccco1 (configuration not stated)	4.6
CCOC(=O)c1sc(NC(=O)c2cc(-c3ccccc3)on2)c(C(=O)OCC)c1C	-8.2
CCOC(=O)C(CC)n1cnc2c(oc3ccccc32)c1=O (configuration not stated)	13.6
C[C@@H]1CN([C@H](C)CO)C(=O)c2cccc(NC(=O)c3ccc(-c4nccs4)cc3)c2O[C@H]1CN(C)Cc1ccncc1	34.4
CC(=O)Nc1ccc(OC(=O)CSc2nc3ccccc3s2)cc1	u
Cc1ccc(OC(=O)N(C)C[C@@H]2OCc3cn(nn3)CCCC(=O)N([C@@H](C)CO)C[C@H]2C)cc1	3.7
C[C@H](CO)N1C[C@H](C)[C@H](CN(C)C(=O)Nc2ccccc2)Oc2ccc(NC(=O)Cc3ccccc3)cc2CC1=O	-1.8
O=C(O)C1CC=CCC1C(=O)Nc1ccc(C(=O)N2CCCCC2)c(Cl)c1 (configuration not stated)	2.9
CCn1c(SCC(=O)Nc2ccc(F)c(Cl)c2)nnc1-c1ccc(C(C)(C)C)cc1	-21.9

Rewritten in CSV form: part of the list above.
SMILES,U2OS ROS induce
CCn1c(SCC(=O)Nc2ccc(F)c(Cl)c2)nnc1-c1ccc(C(C)(C)C)cc1,-21.9
O=C(C1CC(=O)N(c2ccccc2)C1)N(Cc1ccccc1)Cc1ccccc1 (configuration not stated),16.1
Cc1noc(C)c1S(=O)(=O)N(C)C[C@H]1Oc2ccc(NC(=O)Nc3ccccc3)cc2CC(=O)N([C@H](C)CO)C[C@H]1C,u
O=C1O[C@@H](c2ccccc2)[C@@H](c2ccccc2)N2[C@@H](c3ccc(O)cc3)[C@]3(C(=O)Nc4ccc(C#CCCO)cc43)[C@@H](C(=O)NC[C@H](O)c3ccccc3)[C@H]12,-13.1
C[C@H]1CN([C@@H](C)CO)C(=O)c2cccc(NC(=O)c3nc4ccccc4s3)c2O[C@H]1CN(C)S(=O)(=O)c1cccs1,-9.2

Only part of the results is shown, so the mix of outcomes need not match the whole.
